Bioassay records from PubChem BioAssay.
SSB-PriA inh: K. pneumoniae PriA-SSBct interaction inhibition | AlphaScreen SSBct-PriA binding, biotinylated peptide | 0.6% of 430,000 active | AID 1272365 | inhibition, % at 33 µM; in the data active = inhibition mostly above about 37%, no sharp cut-off; inactive = mostly below about 20%;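 also: plate controls were negative control peptide for no effect and reference peptide for full effect; strong numbers were not always called active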
* hit, by the source's call; i = inactive; & = joins results of further samples.

SMILES	SSB-PriA inh
CC(C)(C)c1ccc(C(=O)NCCCn2nc(-c3cccnc3)ccc2=O)cc1	-2
Cn1nc(CNC(=O)c2cccn(C)c2=O)cc1-c1ccncc1	-10
Cc1noc(C)c1CCC(=O)N1CC(c2nc(-c3ccco3)no2)C1	-15
CCOC(=O)N1CCC[C@H](Cc2nc(-c3ccsc3)no2)C1	-8
COc1ccc(Cl)cc1C(=O)NCc1cc(-c2cccs2)on1	-5
Cc1ccn(-c2ccc(Nc3ccc(NC(=O)c4ccccc4Br)cc3)nn2)n1	35*
CS(=O)(=O)N1CCCC(C(=O)Nc2nc3c(Cl)ccc(Cl)c3s2)C1 (configuration not stated)	-17
O=C(Nc1ccc2c3c(cccc13)CC2)C1=COCCO1	-1
COC(=O)CNC(c1ccccc1)c1cc(Cl)ccc1NC(=O)c1cc(OC)c(OC)c(OC)c1 (configuration not stated)	-13&-3
CCOc1cc(C=NNC(=O)c2ccc(-c3csc(Nc4ccc(C)cc4)n3)cc2)ccc1OCC(=O)O	3
O=C(NCc1ccc(F)cc1)c1sccc1S(=O)(=O)N1CCN(c2ccc(Cl)cc2)CC1	-8
ON=C(c1ccc(Cl)cc1)c1ncc(C(F)(F)F)cc1Cl	5
COc1ccccc1C=NNC(=O)CC(=O)NC1CCCCC1	-9
O=C(Nc1ccc(Br)cc1C(=O)c1ccccc1Cl)c1cc2cc([N+](=O)[O-])ccc2s1	-16
O=C(c1ccccc1Cl)N(Cc1cnc2ccccn12)C1CC1	6
COc1ccc(N2CCN(C(=O)c3cc(=O)c4ccccc4o3)CC2)nn1	-9
CCOCC(=O)NCCCn1ccnc1-c1ccccc1	-11
CN1CCc2cc(C(CNC(=O)c3ccc(Br)o3)N(C)C)ccc21 (configuration not stated)	21
CCN1CCN(c2nc3ncn(CC(=O)NCc4ccc5c(c4)OCO5)c(=O)c3s2)CC1	-3
CC(C)(C)C(=O)Nc1ccc(C(=O)NCCNS(=O)(=O)c2ccc(Cl)s2)cc1	-1
COc1ccc(S(=O)(=O)CC(=O)Nc2nc(-c3ccccc3)c(C(=O)c3ccccc3)s2)cc1	5
COc1ccc2c(=O)c3c(=O)n(-c4ccc(C)cc4)c(C)nc3oc2c1	-6
COCCN(Cc1ccoc1)C(=O)c1ccccc1OC	-6
O=S(=O)(NCCOc1cccc(C(F)(F)F)c1)c1ccc(F)cc1	-18
COC(=O)N1CCC(CNC(=O)C(=O)Nc2ccccc2C(F)(F)F)CC1	-10
Cc1c(C(=O)O)cccc1-n1c(C)cc(C=NNC(=O)c2cc3ccccc3o2)c1C	2
CCOc1ccc(S(=O)(=O)Nc2ccccc2C(=O)O)c(C)c1C	-18
COc1ccc(OC)c(S(=O)(=O)Nc2cccc(C)n2)c1	-11
COc1ccc(NC(=O)CSc2ccc(NC(=O)C3CC3)nn2)cc1OC	11
Cc1nc2cc(NC(=O)c3cc(-c4ccccc4)nc4ccccc34)ccc2n1-c1ccccc1	-8
CN(CC(=O)NCCC1=CCCCC1)c1nc2c(F)cccc2s1	-21
O=S(=O)(NCC1CCN(Cc2ccccc2)CC1)c1cccs1	-7
COc1ccc(NCC(=O)NN=CC(C)c2ccccc2)cc1 (configuration not stated)	2
O=C(NCCn1nc(-c2cccs2)n(C2CC2)c1=O)c1nc2ccccc2s1	-11
NS(=O)(=O)c1ccc(CCNC(=O)Cc2cc(-c3cccs3)on2)cc1	0
Cc1nc2scc(C)n2c(=O)c1NC(=O)Nc1ccc(Cl)cc1Cl	-2

Next section; it opens with the 3 that closed the last part.
SMILES	SSB-PriA inh
O=C(NCCn1nc(-c2cccs2)n(C2CC2)c1=O)c1nc2ccccc2s1	-11
NS(=O)(=O)c1ccc(CCNC(=O)Cc2cc(-c3cccs3)on2)cc1	0
Cc1nc2scc(C)n2c(=O)c1NC(=O)Nc1ccc(Cl)cc1Cl	-2
O=C(NN=Cc1ccoc1)c1ccccc1O	-7
COc1cccc(-c2[nH]ncc2-c2nc(-c3cc(OC)c(OC)c(OC)c3)no2)c1	-3
Cc1cc(C)n(-c2nc(CCNS(=O)(=O)c3c(C)noc3C)cs2)n1	-9
COc1cc(NC(=O)NCc2nc(C)cc(N(C)C)n2)cc(OC)c1	-20
CCOc1ccc(CC(=O)NCCc2csc(C)n2)cc1	2
COC(=O)c1sc(-c2ccccc2)cc1NC(=O)c1cccc(C(=O)Nc2cc(-c3ccccc3)sc2C(=O)OC)n1	-20&-8
COc1ccc(-c2csc3c(=O)n(Cc4ccc(C)cc4C)cnc23)cc1	-6
COc1ccc(CC(=O)Nc2ccc3c(c2)N(C(C)=O)CC3)cc1	9
CC(C)NC(=O)c1ccc2c(=O)n(CC3CCCO3)c(SCc3cccc(F)c3)nc2c1 (configuration not stated)	-8
Cn1c(CCC(=O)O)nc2cc(Cl)ccc21	-18
CCn1ccnc1N1CCN(C(=O)Cc2ccc(F)cc2)CC1	3
Cc1cc(Br)ccc1N	-6
O=C(Cc1csc(NS(=O)(=O)c2ccc(Cl)cc2)n1)N1CCc2ccccc2C1	-14
c1ccc(-n2c(SCCSc3nnc(-c4cccnc4)n3-c3ccccc3)nnc2-c2cccnc2)cc1	-6
CSc1ccccc1-c1nnc(NC(=O)c2ccco2)o1	-2
Cc1cccn2cc(-c3ccccc3NC(=O)Cc3c(F)cccc3Cl)nc12	-6
Cc1ccc(C(=O)N/N=C/c2ccccn2)cn1	i
COC(=O)C(N)c1cccc(Cl)c1 (configuration not stated)	-6
O=C(NCc1ccc2c(c1)OCO2)C(=O)NCC1CCN(c2ccncc2)CC1	-7
Oc1ccc(C2(c3ccccc3)CCCCC2)cc1	-3
CSCC[C@](C)(O)CNC(=O)c1cccc2ccccc12	-3
O=C(CSc1ccc(F)cc1)NCc1nn(C2CCCC2)c2c1CCCC2	-9
Cc1nn(-c2ccccc2)c(C)c1C=NNC(=O)c1cccs1	-3
Cc1ccc(-n2ncc3c(C)nnc(SCC(=O)NCc4ccco4)c32)cc1C	7
CCOC(=O)c1sc(NC(=O)c2sc3ccccc3c2Cl)cc1C	4
Cc1cc(C)n(C(=O)c2sccc2S(=O)(=O)N2CCN(c3ccc(Cl)cc3)CC2)n1	13
COc1ccc(C(=O)NC[C@H](O)c2cn(C)c3ccccc23)cc1F	0
Cc1nc(-n2cccc2)sc1C(=O)OCc1cc(-c2ccccc2F)on1	-17
CCc1ccc(S(=O)(=O)NCCNC(=O)c2ccc(NC(=O)C(C)(C)C)cc2)cc1	0
O=C(NCC1(O)CCc2ccccc2C1)Nc1cccs1 (configuration not stated)	-16
Cc1ccc(Cn2c(SCc3cc(=O)n4cc(Cl)ccc4n3)nc3ccsc3c2=O)cc1	8
COc1cccc(-c2cc(=O)[nH]c(SCc3nc(-c4ccc(Cl)cc4)oc3C)n2)c1	-4
COC(=O)c1ccccc1C(=O)N1CC(S(=O)(=O)CC(C)C)C1	-14
CC(=O)OC1COC(Oc2ccc(C(C)(C)C)cc2)C(OC(C)=O)C1OC(C)=O (configuration not stated)	-6
COC(=O)N1CCc2ccc(NS(=O)(=O)c3cc4c5c(c3)CCN5C(=O)CC4)cc2C1	1
CC(Oc1cccc2ccccc12)C(=O)NN=Cc1cccnc1 (configuration not stated)	9

A few values from the results shown:
COC(=O)N1CCc2ccc(NS(=O)(=O)c3cc4c5c(c3)CCN5C(=O)CC4)cc2C1 – SSB-PriA inh = 1
Cc1cc(C)n(C(=O)c2sccc2S(=O)(=O)N2CCN(c3ccc(Cl)cc3)CC2)n1 – SSB-PriA inh = 13
CC(Oc1cccc2ccccc12)C(=O)NN=Cc1cccnc1 (configuration not stated) – SSB-PriA inh = 9
CCc1ccc(S(=O)(=O)NCCNC(=O)c2ccc(NC(=O)C(C)(C)C)cc2)cc1 – SSB-PriA inh = 0
Cc1nc(-n2cccc2)sc1C(=O)OCc1cc(-c2ccccc2F)on1 – SSB-PriA inh = -17
COC(=O)c1ccccc1C(=O)N1CC(S(=O)(=O)CC(C)C)C1 – SSB-PriA inh = -14
COc1cccc(-c2cc(=O)[nH]c(SCc3nc(-c4ccc(Cl)cc4)oc3C)n2)c1 – SSB-PriA inh = -4

Going on with the list:
SMILES	SSB-PriA inh
Cc1cc(C(=O)NN=Cc2cccc([N+](=O)[O-])c2)c(C)n1-c1ccccc1	2
CCN(CC)CCN1C(=O)C(=O)C(=C(O)c2ccc(S(=O)(=O)N3CCOCC3)cc2)C1c1ccc(Cl)cc1 (configuration not stated)	-10
CNC(=O)c1ccsc1NC(=O)CS(=O)(=O)c1ccc(OC)cc1	1
O=C(Nc1ccc2c(c1)OCO2)N1CCN(c2ccc3nnc(C4CC4)n3n2)CC1	6
CC(C)NC(=O)COc1ccc(C=NNS(=O)(=O)c2ccccc2)cc1	-5
O=C(NCc1ccccn1)C1COCC(=O)N1Cc1cccs1 (configuration not stated)	-19
COc1ccc(NC(=O)C(=O)NCCN2CCN(c3ccccc3F)CC2)cc1OC	-9
Cc1cc(SCC(=O)Nc2cc(C(F)(F)F)cc(C(F)(F)F)c2)nc(=O)[nH]1	-6
CC(=O)c1ccc(NC(=O)[C@@H]2CCCN2S(=O)(=O)c2cccs2)cc1	7
COc1ccc(Cl)cc1S(=O)(=O)NCc1ccc2c(c1)OCO2	-4
Cc1ccc(S(=O)(=O)NC(C)Cn2cncn2)cc1C (configuration not stated)	-8
C/C(=N/NC(=O)c1cc(C(C)C)[nH]n1)c1cccc2ccccc12	-23
CS(=O)(=O)N1CCC(C(=O)NCCNc2ccc(-n3cccc3)nn2)CC1	-11
O=C(NCCCn1nc(-c2ccccc2)ccc1=O)Nc1ccccc1C(F)(F)F	-2
COc1c2ccc(C(=O)NCC3CCCN(c4nccs4)C3)cc2nn1C (configuration not stated)	-17
COc1ccc(OC)c(Nc2nc(CC(=O)N3CCN(Cc4ccc5c(c4)OCO5)CC3)cs2)c1	29
CCOC(=O)N1CCN(C(=O)Cn2cnc3c(nnn3CC)c2=O)CC1	-10
O=C(Nc1ccc2c(c1)OCCO2)c1ccc(Oc2nccnc2N2CCOCC2)cc1	2
CC(Oc1ccccc1)C(=O)Nc1cccc2ccc(-n3cccc3)nc12 (configuration not stated)	-8
COc1ccccc1N1CCN(CCNC(=O)c2ccc(C(F)(F)F)cc2)CC1	-4&0
CN(Cc1ccco1)S(=O)(=O)c1ccc(C(=O)Nc2nc3cc4c(cc3s2)OCCO4)cc1	0
COc1cccc2cc(C(=O)NCCn3ccc(C(F)(F)F)n3)oc12	-3
Cc1[nH]c2ccccc2c1C=NNC(=O)c1cc(-c2ccccc2)n[nH]1	-3
CC(C)(C)N=C1SCC(C)(C=NO)S1 (configuration not stated)	-1
CC(=NNC(=O)c1cccc(F)c1)c1cccc(NC(=O)c2ccc(F)cc2)c1	1
CC(=O)N1CC(C(=O)Nc2ncccc2C)C1	-23
COc1ncc(NC(=O)Nc2cc(Cl)c(OC)cc2OC)c(OC)n1	2
NCc1nc(-c2ccccn2)n[nH]1	116*
O=C(c1cccc2c1OCCO2)N1CCN(c2cc(C(F)(F)F)ncn2)CC1	5
C=CCn1c(SCC(=O)N2CCOCC2)nc2scc(-c3ccc(C)o3)c2c1=O	-15
COc1cccc(C=NNC(=O)CNC(=O)C2COc3ccccc3O2)c1O (configuration not stated)	1
Cc1ccc(N(C)S(=O)(=O)c2ccsc2-c2nc(-c3ccc4c(c3)OCO4)no2)cc1F	-19
O=C(NCc1cccnc1)C1(c2cccs2)CCCC1	-13
COc1ccc(-c2noc(CSc3nc(-c4ccc(F)cc4)cc(=O)[nH]3)n2)c(OC)c1	-4
Cc1[nH]c2ccccc2c1C(c1ccco1)c1c(C)[nH]c2ccccc12	11
O=C(C[C@@H]1Nc2ccccc2NC1=O)Nc1ccccc1F	-21
CC(Cc1ccoc1)NC(=O)c1csc(-c2ccccc2)n1 (configuration not stated)	5
Cc1cccc(C(=O)Nc2nnc(-c3cc4ccccc4o3)o2)c1	-5
COc1ccccc1CNc1ccc(S(=O)(=O)Cc2ccc(Cl)cc2)nn1	-2
O=C(Nc1cnc2cc(C(F)(F)F)nn2c1)c1ccsc1	-12
O=C(c1ccco1)N1CCc2ccc(NS(=O)(=O)c3ccc4c(c3)OCCO4)cc21	13
COc1cccc(-c2csc(-n3nc(C)cc3NC(=O)c3cccc(C)c3)n2)c1	-8
CCc1nnc(NC(=O)CSc2nc(-c3ccccc3F)nc3c2c(=O)n(C)c(=O)n3C)s1	-24
CCc1nc(OCC(=O)Nc2ccc(Cl)cc2F)c2ccccc2n1	-9
CC(O)CN1CCN(CC(=O)N2CCCCCC2)CC1 (configuration not stated)	-21
COc1ccc(-c2nnc(NC(=O)c3ccc([N+](=O)[O-])s3)o2)cc1OC	-2
Cc1cc(-c2n[nH]c(=S)n2N=Cc2ccc(Cl)c([N+](=O)[O-])c2)n[nH]1	-4
CCOc1ccc2nc(SCCN(C)C)[nH]c2c1	10
COc1ccc(CCNC(=O)Cn2c(=O)n(-c3ccccc3)c(=O)c3oc4ccccc4c32)cc1OC	-6
COC(=O)C1CCN(C(=O)c2nn(-c3ccc(F)cc3)cc2OCc2ccccc2)CC1	9
CC1(C)Cc2cccc(OCc3ccc(C(=O)Nc4nccs4)cc3)c2O1	22
COc1cc(C=Nn2cnnc2)ccc1OCCOc1ccccc1	4
CC1(C)Cc2c(sc(NC(=O)CCCSCc3ccccc3)c2C#N)C(C)(C)N1	-20
O=C(c1c(F)cccc1F)N1CCN(c2cc(Nc3ccccn3)ncn2)CC1	-1
NC(=Nc1nc2ccccc2o1)NC(=O)c1ccc([N+](=O)[O-])cc1	-3
C=CCn1c(-c2ccc(OC)cc2)csc1=Nc1cccc2ccccc12	14
CC(C)C(=O)Nc1nc2c(Cl)c(Cl)ccc2s1	-12
CO[C@@]1(CNC(=O)CCc2ccccc2F)CCSC1	1
CCOC(=O)Cc1csc(NC(=O)C2CCN(c3ccc(-c4ccccc4C)nn3)CC2)n1	4&6
Cc1ccc(/C=C/S(=O)(=O)NC[C@](C)(O)c2cc3ccccc3o2)cc1	-2
COc1ccccc1NC(N)=Nc1nc(CSc2ccc(C)cc2)cc(=O)[nH]1	1

This is a subset. The share of hits here may be higher or lower than overall.
